Compound activity (PubChem)
NPC1 prom act – qHTS Assay for NPC1 Promoter Activators; Huh7 NPC1 promoter luciferase reporter, 24 h; Potency, µM (titrated, usually from 9.22 µM), for inactives: at the top dose activation, most hits filed as activators; AID 485313, 2010; 2.4% of 320,000 active;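 further: % of control where 0% means no effect; nearly all actives have a fitted effect of over 60% in size; reporter is driven by a mutant NPC1 promoter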
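Huh7 reporter cells (NPC1 promoter driving luciferase) are dosed with compound for 24 h at 37 °C, 5% CO2; luciferase detection reagent is then added and luminescence measured after 10 min at ambient temperature.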
VP16 counter – VP16 counterscreen qHTS for inhibitors of ROR gamma transcriptional activity. Drosophila S2 Gal4-VP16 UAS-luciferase, luminescence, 20 h. Potency, µM (series often up to 53.6 µM), without a hit: at the top dose activity, negative = inhibition, actives largely listed as inhibitors. 3.5% of 310,000 active. AID 2546, 2010;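 further: Gal4-VP16 expression switched on by copper sulfate through the metallothionein promoter; on the % scale 0 is the no-effect control and ±100 the full control effect; nearly all actives have a fitted effect of over 50% in size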
ELG1 genotox – qHTS screen for small molecules that induce genotoxicity in human embryonic kidney (HEK293T) cells expressing luciferase-tagged ELG1; HEK293T ELG1-luciferase reporter, luminescence, 16 h; Potency, µM (highest dose often 46 µM), for the others: top-dose activity change, positive = activation, most hits filed as activators; 1.3% of 330,000 active; AID 504466, 2011; further: % of control where 0% means no effect; nearly all actives have a fitted effect of over 60% in size
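HEK293T cells expressing luciferase-tagged ELG1 were exposed to compound or DMSO vehicle for 16 hr at 37 °C and 5% CO2. Luciferase activity was then measured with ONE-Glo after 30 min at room temperature.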
MBNL1 CUG block – qHTS Assay for Inhibitors of MBNL1-poly(CUG) RNA binding | Muscleblind-like protein 1 (Homo sapiens), Q9NR56 | TR-FRET MBNL1-His/biotin-(CUG)12 binding, 665/545 ratio | Potency, µM (titrated, usually from 57.5 µM), for inactives: at the highest dose activity change, negative = inhibition, actives largely listed as inhibitors | 0.036% of 280,000 active | AID 2675, 2010; active means well fitted inhibition curve with a large enough effect in the signal ratio, with a control signal flat, not every such curve was filed as active; inconclusive means small, poorly fitted or top-dose-only effect, or effect the other way, or a change in a side signal; inactive means no such curve, though single readings can be large or run the other way; the % refers to the signal ratio; further: on the % scale 0 is the no-effect control and ±100 the full control effect
Target sequence (Q9NR56 whole entry, looked up): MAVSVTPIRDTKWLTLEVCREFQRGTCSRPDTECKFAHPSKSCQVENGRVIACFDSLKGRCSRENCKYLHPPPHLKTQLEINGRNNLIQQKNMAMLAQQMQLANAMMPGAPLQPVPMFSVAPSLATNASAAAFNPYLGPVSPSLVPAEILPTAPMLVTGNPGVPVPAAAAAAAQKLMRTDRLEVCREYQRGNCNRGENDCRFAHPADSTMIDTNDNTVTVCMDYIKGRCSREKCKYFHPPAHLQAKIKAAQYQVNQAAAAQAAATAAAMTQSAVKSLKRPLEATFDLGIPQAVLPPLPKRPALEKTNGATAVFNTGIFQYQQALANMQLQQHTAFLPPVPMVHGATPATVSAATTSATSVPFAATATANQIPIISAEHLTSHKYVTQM
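Inhibition of protein-RNA binding appears as loss of TR-FRET between terbium anti-His antibody on MBNL1-His and streptavidin-XL665 on biotin-(CUG)12. Activity is normalized to buffer-only and uninhibited-complex controls.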
BRCA1 expr act – qHTS Assay to Identify Small Molecule Activators of BRCA1 Expression; 1.1% of 380,000 active; Potency, µM (titrated, usually from 46.1 µM), for inactives: top-dose activation, hits mostly activators; MCF7-BRCA1-FFLuc reporter, luminescence, 48 h; response scale: scaled: vehicle 0%, 10 µM genistein 100%; AID 624202, 2012; further: nearly all actives have a fitted effect of over 80% in size; some results filed as inactive show a strong effect at the top dose
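First, MCF7-BRCA1-FFLuc cells (2000/well) attach for 2 h; next, compounds are pin-added and incubated 48 h at 37 °C; finally, luciferase reagent is added and luminescence read after 15 min.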
uPA generation – qHTS for Inhibitors of Cell Surface uPA Generation; Potency, µM (titrated, usually from 38.3 µM), for the others: at the highest dose activity change, negative = inhibition, hits mostly inhibitors; 0.31% of 330,000 active; cell surface uPA generation assay, qHTS; active means well fitted inhibition curve with a large enough effect; inconclusive means small, poorly fitted or top-dose-only effect; inactive means no such curve, though single readings can be large or run the other way; tested in mouse RAW 264.7 cells; further: on the % scale 0 is the no-effect control and ±100 the full control effect; nearly all actives have a fitted effect of over 55% in size
FLuc modulator – qHTS profiling assay for firefly luciferase inhibitor/activator using purifed enzyme and Km concentrations of substrates (counterscreen for miR-21 project) | purified FLuc, Km substrates, luminescence inhibition | Luciferin 4-monooxygenase (Photinus pyralis), P08659 | AID 588342, 2011 | Potency, µM (highest dose often 57.5 µM), for the others: at the top dose activity change, negative = inhibition, most hits filed as inhibitors | 6.9% of 360,000 active;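 further: plate controls were vehicle for no effect and reference inhibitor for full effect; nearly all actives have a fitted effect of over 55% in size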
Target sequence (P08659 whole entry, looked up): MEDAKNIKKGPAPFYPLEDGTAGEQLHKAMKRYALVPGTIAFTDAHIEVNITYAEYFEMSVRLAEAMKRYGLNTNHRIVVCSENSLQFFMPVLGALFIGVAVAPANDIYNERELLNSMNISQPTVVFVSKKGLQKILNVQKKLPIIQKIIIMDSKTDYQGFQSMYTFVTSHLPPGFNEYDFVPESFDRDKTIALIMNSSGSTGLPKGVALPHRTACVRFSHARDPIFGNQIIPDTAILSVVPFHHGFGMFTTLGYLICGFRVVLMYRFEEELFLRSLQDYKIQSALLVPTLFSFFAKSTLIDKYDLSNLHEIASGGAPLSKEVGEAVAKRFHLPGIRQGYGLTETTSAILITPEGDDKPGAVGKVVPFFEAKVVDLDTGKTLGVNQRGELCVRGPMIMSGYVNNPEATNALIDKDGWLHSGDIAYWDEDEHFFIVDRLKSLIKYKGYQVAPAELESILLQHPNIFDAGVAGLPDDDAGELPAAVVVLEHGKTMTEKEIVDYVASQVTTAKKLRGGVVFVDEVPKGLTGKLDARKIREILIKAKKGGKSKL
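Purified P. pyralis luciferase (10nM final) with 10uM D-luciferin and 10uM ATP (Km levels) in 50mM Tris acetate pH 7.5, 10mM Mg acetate, 0.01% Tween-20, 0.05% BSA; qHTS 6-point titration, ~60 µM downward; luminescence read.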
Rab9 promoter act – qHTS Assay for Rab9 Promoter Activators; Huh7 Rab9 promoter-luciferase reporter, luminescence, 24 h; AID 485297, 2010; Potency, µM (titrated, usually from 9.22 µM), for the others: top-dose activation, negative = inhibition, hits mostly activators; 2.8% of 320,000 active; further: % of control where 0% means no effect; nearly all actives have a fitted effect of over 60% in size
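Cell-based reporter: Huh7 stable for Rab9 promoter-driven luciferase, plated in reduced-serum medium with 10% FBS at 1500 cells/well, compound-treated 24 h at 37 °C, luminescence read after 10 min reagent.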
p53 reactivation – qHTS assay for re-activators of p53 using a Luc reporter; H1299 p53-A138V BP100-luciferase reporter, luminescence, 24 h; Potency, µM (series often up to 92.2 µM), without a hit: at the highest dose activity change, positive = activation, hits mostly activators; 0.063% of 320,000 active; AID 504706, 2011; further: % of control where 0% means no effect; nearly all actives have a fitted effect of over 45% in size
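p53-null H1299 cells stably carrying temperature-sensitive p53-A138V and a BP100-luciferase reporter were pinned with compounds (4-point, 1:5 series) and held 24 hrs at 37 deg C. Luminescence was read 10 min after detection reagent.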
RORg inh – qHTS for inhibitors of ROR gamma transcriptional activity. Nuclear receptor ROR-gamma (Mus musculus), P51450. Drosophila S2 Gal4-RORgamma UAS-luciferase reporter, 20 h. Potency, µM (doses to about 53.6 µM), without a hit: top-dose activity change, negative = inhibition, usual class: inhibitors. 5.4% of 310,000 active. AID 2551, 2010; further: on the % scale 0 is the no-effect control and ±100 the full control effect; nearly all actives have a fitted effect of over 60% in size
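Luminescence from a UAS-regulated Photinus luciferase reporter in stably transfected Drosophila Schneider cells is measured; decreased signal marks ROR gamma inhibition. Fusion expression is induced by 700 uM copper sulfate for 20 hr.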
The depositor's hits bear a star; u = inconclusive; x = not tested or not shown; [ ] = another dose, or the depositor's remark. Unless noted, the call rests on the fitted dose curve; in most records, active means well fitted curve in the direction sought with a large enough effect; inconclusive means small, poorly fitted or top-dose-only effect, or another doubt; inactive means no such curve, though single readings can be large; an effect the other way counts as inactive or inconclusive. Potency means the concentration at half of the fitted maximal effect.

mol	NPC1 prom act	VP16 counter	ELG1 genotox	MBNL1 CUG block	BRCA1 expr act	uPA generation	FLuc modulator	Rab9 promoter act	p53 reactivation	RORg inh
CC1CCCCC12NC(=O)N(CC(=O)Nc1ccc(N3CCOCC3)cc1)C2=O (stereo not drawn)	-2%	-5%	0%	-4%	6%	1%	-1%	-4%	10%	-7%
CN(C)S(=O)(=O)c1ccc2c(c1)nc1n2CCC1	-2%	3%	0%	-1%	9%	-5%	1%	-4%	-5%	-11%
O=C(C1=NN(c2ccccc2)C2C(=O)N(c3ccc(Cl)cc3)C(=O)C12)c1ccccc1 (stereo not drawn)	1%	-5%	1%	-5%	1%	1%	2%	-2%	-11%	u
O=[N+]([O-])c1ccc(/C=N/N2CCN(c3ccncc3S(=O)(=O)N3CCCCC3)CC2)cc1	-5%	-6%	3%	13%	-40%	0%	4%	-2%	-2%	43%
COc1ccc(OC)c(CN2CCN(C(=O)c3cccc(S(=O)(=O)Nc4ccc(C)cc4)c3)CC2)c1	-3%	x	-2%	x	-41%	-6%	1%	-5%	-3%	x
O=C(C1=C[C@H](c2coc3ccccc3c2=O)C[C@H](OCc2ccc(CO)cc2)O1)N1CCN(Cc2ccccc2)CC1	-1%	0%	-10%	-1%	-32%	-2%	-2%	-2%	-1%	19%
CC1(C)Oc2ccc3ccc(=O)oc3c2[C@@H](O)[C@@H]1O	0%	x	0%	x	12%	-1%	5%	2%	10%	x
O=c1c2c3c(sc2nc2n1CCC2)CCCC3	-5%	-15%	0%	-2%	46%	-2%	1%	2%	-1%	26%
Cc1ccsc1CNC12CC3CC(CC(C3)C1)C2	-3%	3%	-8%	-3%	-9%	-6%	-10%	-12%	-4%	15%
O=C1[C@H]2[C@@H](c3ccc(Cl)cc3)N3C(=O)N(c4cccc(Br)c4)C(=O)[C@@]3(Cc3ccc(Cl)cc3)[C@H]2C(=O)N1C1CCCCC1	-9%	3%	1%	-5%	0%	11%	-1%	-6%	13%	34%
COc1cc(/C=C(\C#N)c2ccccn2)ccc1OCc1ccccc1Cl	-1%	-5%	-2%	-5%	-1%	15%	-16%	2%	-11%	u
N=C1SCC(=O)N1c1ccccc1Cl	-3%	2%	1%	-2%	8%	2%	3%	20%	1%	2%
Cc1c(Cl)cccc1-n1c(-c2cccnc2)n[nH]c1=S	-1%	-2%	-1%	-5%	2%	1%	-2%	-4%	3%	-8%
O=C(O)C12CC3CC(C1)CC(n1ncc(NCc4ccco4)c(Cl)c1=O)(C3)C2	13%	0%	-21%	15%	3%	0%	1%	12%	5%	24%
Cc1ccc(Nc2nc(NCC3CCCO3)nc(N)c2[N+](=O)[O-])cc1C (stereo not drawn)	-2%	2%	-1%	7%	-26%	1%	2%	-4%	-2%	-1%
Nc1ccc(Sc2nc3ccccc3[nH]2)cc1	0%	30%	-7%	-2%	-6%	1%	-16%	-4%	-2%	33%
O=C1CCN(S(=O)(=O)c2ccc(Br)cc2)CCN1	3%	0%	-9%	-19%	1%	-2%	-5%	-4%	1%	13%
O=C(O)c1c(Cl)c(Cl)c(Cl)c(Cl)c1C(=O)N1CCCC1	-1%	-3%	0%	0%	-16%	2%	-2%	-4%	2%	-32%
CCOC(=O)c1c(C(C#N)C#N)cc(C)nc1C	-2%	-15%	-1%	0%	0%	5%	1%	2%	-8%	-1%[10 µM]
CSc1ccc(S(=O)(=O)N2CCC(C(=O)NCc3cccnc3)CC2)cc1	-3%	14%	-4%	-5%	-6%	3%	5%	-5%	6%	1%
Cc1ccccc1C(=O)N(Cc1cccs1)C1CCS(=O)(=O)C1 (stereo not drawn)	-6%	-13%	0%	-8%	-4%	-6%	0%	0%	-2%	-6%
O=C(N/N=C/C(Br)=C/c1ccccc1)NC1CCCCC1	10%	u	u	1%	57%	-11%	u	23%	23%	u
CSc1ncccc1C(=O)OCC(=O)NC(C)C	0%	-1%	0%	-8%	0%	0%	-1%	0%	-3%	-2%
COC(=O)c1[nH]c2cc(OC)ccc2c1NC(=O)CCN1CCN(Cc2ccc3c(c2)OCO3)CC1	2%	-13%	0%	1%	2%	-1%	-1%	-1%	-11%	14%
O=C(CCSCCc1ccncc1)NCCCN1CCOCC1	-3%	-2%	1%	1%	4%	0%	-1%	-3%	8%	-11%
CCOc1ccc(NC(=O)c2cc(=O)[nH]c3ccccc23)cc1	-1%	-7%	9%	2%	-31%	0%	-1%	-1%	-9%	-5%
Fc1ccc(N2CCN(c3nnnn3-c3ccccc3)CC2)cc1	1%	2%	-2%	-2%	4%	6%	-2%	-3%	-2%	-7%
Cc1ccc(OCCOc2cccc(Br)c2)c([N+](=O)[O-])n1	u	8%	u	x	u	-17%	u	u	u	u
CC(C)COP(=O)(c1ccc(N(C)C)cc1)C(O)c1ccccc1 (stereo not drawn)	-1%	2%	2%	-1%	0%	-1%	-2%	-8%	-4%	14%
COc1ccc(C(=O)Nc2ccc(N3CCN(C)CC3)cc2)cc1	u	3%	u	-6%	2.2µM*	-25%	19µM*	u	x	-25%[1.91 µM]
CCc1nnc(NC(=O)C2CSC3(C)CCC(=O)N23)s1 (stereo not drawn)	-2%	x	2%	x	10%	1%	-1%	-5%	-7%	x
C=CCN=C(NC#N)SCC(=O)c1cccc(OC)c1	3.5µM*	-20%	6%	11%	52%	x	u	u	22%	19%
O=C1CCCN1S(=O)(=O)c1ccccc1	-4%	5%	3%	-1%	1%	3%	1%	0%	7%	13%
CC(C)OC(=O)NCCOC(=O)Nc1cccc(Cl)c1	-6%	-10%	-3%	-4%	8%	0%	-5%	7%	-1%	34%
O=C(NCCN1C(=O)S/C(=C\c2cccnc2)C1=O)c1ccc([N+](=O)[O-])s1	-3%	x	-13%	x	4%	-4%	1%	-4%	6%	x
O=C(Nc1cccc2ncccc12)c1cc(Br)ccc1Cl	1%	-11%	-9%	3%	-1%	0%	4%	3%	-40%[inhibitor]	-10%
COc1ccc(NC(=O)c2cccc(S(=O)(=O)N3CCN(C)CC3)c2)c(OC)c1	-5%	3%	2%	0%	-18%	-3%	3%	-1%	9%	0%
CC(C)Oc1ccc(-c2cc(C(=O)NCCN3CCOCC3)c3ccccc3n2)cc1	u	u	6%	u	u	-7%	1.5µM*	25%	4%	u
O=C(O)c1ccc(N/N=C/c2cccc(C(F)(F)F)c2)cc1	0.56µM*	u	u	12%	97%	6%	3.4µM*	0.63µM*	11%	-5%
COc1ccc(C)cc1NC(=O)C(Sc1nnc(-c2cccs2)o1)c1ccccc1 (stereo not drawn)	0%	0%	9%	1%	-21%	0%	-14%	0%	-7%	u
Cc1cccc(C(=O)NCC(=O)OCC(=O)c2ccc(Br)s2)c1	x	x	1%	x	0%	2%	x	x	4%	x
Cc1ccc(O)c(NC(=O)c2cc3nc4c(c(C(F)(F)F)n3n2)CCc2ccccc2-4)c1	-5%	-1%	-2%	-4%	-5%	-9%	2%	-9%	-8%	-12%
CS(=O)(=O)N(CC(=O)Nc1cccc([N+](=O)[O-])c1)c1ccccc1	-2%	0%	-4%	u	-8%	-3%	-2%	2%	-2%	17%
COc1ccc(C(=O)NC2CCCN(Cc3ccc(Cl)cc3)C2)c(OC)c1 (stereo not drawn)	-7%	1%	-8%	-3%	-17%	-54%	2%	-3%	-6%	u
CCOC(=O)c1cnc(SCC(=O)OCC(=O)N(CC)C2CCS(=O)(=O)C2)nc1N (stereo not drawn)	-2%	x	-1%	x	-9%	0%	10%	3%	2%	x
O=C(Nc1c(F)cc(F)cc1Br)c1cc2nc(C(F)F)cc(C(F)F)n2n1	0%	-2%	4%	33%[activator]	-2%	1%	2%	-4%	-9%	-1%
O=C(COc1ccc(S(=O)(=O)N2CCOCC2)cc1)NCCCn1ccnc1	1%	-11%	5%	-9%	-27%	1%	4%	0%	6%	-4%
O=C(O)Cn1c(-c2ccccn2)nc2ccccc21	16%	-12%	2%	2%	11%	u	-4%	1%	x	-43%

Single entries from the list:
COc1ccc(C(=O)Nc2ccc(N3CCN(C)CC3)cc2)cc1 in uPA generation → -25%
O=C(NCCN1C(=O)S/C(=C\c2cccnc2)C1=O)c1ccc([N+](=O)[O-])s1 in NPC1 prom act → -3%

Printed as active in BRCA1 expr act, among the entries above:
SMILES,NPC1 prom act,BRCA1 expr act,uPA generation,Rab9 promoter act,p53 reactivation,RORg inh
COc1ccc(C(=O)Nc2ccc(N3CCN(C)CC3)cc2)cc1,u,2.2µM*,-25%,u,x,-25%[1.91 µM]
